Screening results deposited in PubChem by University of Kansas High Throughput Screening Laboratory.
mHTT CaM bind: inhibitors of human mutant huntingtin-calmodulin interaction. AID 1671202. 3.6% of 190,000 active. inhibition, % at 15 µM. P42858. AlphaScreen His-mHTT/GST-CaM binding, luminescence;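 also: 0% = both proteins with DMSO and 100% = one protein alone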
Pf apPOL block: Pf-apPOL DNA polymerase inhibition | Recombinant Pf-apPOL, molecular beacon fluorescence, 1.5 h | 0.25% of 210,000 active | inhibition, % at 10 µM | AID 1794808
Starred values were filed as active, the others as inactive; nt = no result given; & = joins results of further samples. Rule as the data show it: active = inhibition above about 50%; inactive = the rest. Some of the compounds tested; count on the stated rates, not on these rows.

Order of results – mHTT CaM bind | Pf apPOL block
- Cc1[nH]nc(NC(=O)COCc2ccccc2)c1-c1ccccc1
 : 2 | -1
- CCC(=O)NC1=NC(=O)/C(=C/c2ccc(OCc3ccccc3F)cc2)S1
 : 1 | 0
- O=S(=O)(c1ccccc1C(F)(F)F)N1CCC(CN2CCCCC2)CC1
 : 0 | 2
- COc1ccccc1CNC(=O)c1cc2n(n1)CCCN(Cc1cccc(C)c1)C2=O
 : -1 | -6
- Cc1ccc(NC(=O)N2CCC(c3cc(N)on3)CC2)c(Cl)c1
 : -7 | -4
- Cc1ccsc1CN1CCN(c2cnn3cnnc3c2)CC1
 : 4 | 1
- COc1ccc(C(=O)N2CCC(C(=O)NCCc3ccc(OC)c(OC)c3)CC2)cc1
 : 2 | -16
- O=C(c1cccs1)N1CCN(CCNC(=O)C2(c3cccs3)CCCC2)CC1
 : -8 | -7
- Cc1nn(C)c2c(=O)n(C(C)C(=O)NCc3cccc(Br)c3)ccc12 (stereo unspecified)
 : 4 | 1
- O=C(Nc1ccc(C(F)(F)F)cc1)c1n[nH]c(=O)c2ccccc12
 : 5 | 4

The final 2 compounds of the section above are carried over, then new ones follow:
Order of results – mHTT CaM bind | Pf apPOL block
- Cc1nn(C)c2c(=O)n(C(C)C(=O)NCc3cccc(Br)c3)ccc12 (stereo unspecified)
 : 4 | 1
- O=C(Nc1ccc(C(F)(F)F)cc1)c1n[nH]c(=O)c2ccccc12
 : 5 | 4
- CC(=O)Nc1cccc(N2CC(C(=O)Nc3ccc(F)cc3F)CC2=O)c1 (stereo unspecified)
 : 3 | 0
- CC(C)(C)C1CCC2(CC1)SCC(=O)N2c1ccc(Cl)cc1 (stereo unspecified)
 : -1 | -1
- Cc1ccc(NC(=O)CCC(=O)O)c(C(=O)c2ccccc2)c1
 : 4 | -3
- Cc1ccc(NC(=O)CC(C)C)c(NC(=O)CC(C)C)c1
 : 6 | -1
- O=C(NCc1cccs1)C1CC(c2ccc(F)cc2)=NO1 (stereo unspecified)
 : -6 | -6
- O=C(c1csc(COc2cccc(Cl)c2)n1)N1CCCCC1
 : 11 | -10
- CSc1ccc(CNC(=O)CN2C(=O)CCCc3ccccc32)cc1
 : 10 | 0
- N#Cc1cccc(C(=O)N2CCC(c3cnn(-c4ccc(F)cc4)c3)CC2)c1
 : 20 | -6
- O=C1C=C/C(=C/c2ccc(Br)o2)O1
 : 5 | nt
- COc1ccc(C2C(=C(O)c3ccc(Cl)cc3)C(=O)C(=O)N2C)cc1 (stereo unspecified)
 : 5 | -3
- COc1ccc2oc(=Nc3ccc(F)cc3F)c(C(N)=O)cc2c1
 : 1 | -6
- NC(=O)c1cc(NC(=O)c2cccc(F)c2)c(Cl)cc1Cl
 : -1 | 0
- COc1ccc(C(=O)N2CCCC3(C2)Nc2ccccc2NC3=NC(C)(C)C)cn1 (stereo unspecified)
 : 17 | 4
- N#CC1=C(N)n2c(s/c(=C\c3ccc([N+](=O)[O-])cc3)c2=O)=C(C#N)C1c1ccc([N+](=O)[O-])cc1 (stereo unspecified)
 : 14 | -6
- O=C(O)CCNCc1ccccc1
 : -2 | -2
- CCCOc1ccc([N+](=O)[O-])cc1C1Nc2ccccc2-c2nnc(SC)nc2O1 (stereo unspecified)
 : 0 | 1
- Cc1ccc(-c2cnc(N3CCCC(C(=O)NCCC(C)C)C3)nc2)cc1 (stereo unspecified)
 : -3 | -2
- COc1ccc(N/C(C)=C/C(=O)c2ccc(OC)cc2)cc1
 : 1 | 30
- Cc1nc2cc(C(=O)NCC3CCCO3)ccc2n1-c1ccc(F)c(F)c1 (stereo unspecified)
 : -5 | 0
- CCC(=O)Nc1cccnc1-c1ccc(C(=O)NCc2ccc(F)cc2)cc1
 : 9 | -2

Random excerpt: 3 records from the list
Order of results – mHTT CaM bind | Pf apPOL block
- Cc1ccc(NC(=O)CCC(=O)O)c(C(=O)c2ccccc2)c1
 : 4 | -3
- O=C1C=C/C(=C/c2ccc(Br)o2)O1
 : 5 | nt
- O=C(NCc1cccs1)C1CC(c2ccc(F)cc2)=NO1 (stereo unspecified)
 : -6 | -6

(next part)
Order of results – mHTT CaM bind | Pf apPOL block
- COc1ccc(CCNC(=O)Cn2cc(OC)c(=O)cc2CO)cc1OC
 : -3 | -2
- Cc1cccc(C(=O)NN)c1
 : 18 | -11
- CCCc1ccc(S(=O)(=O)N2CCc3nc4cc[nH]n4c(=O)c3C2)cc1
 : -1 | 2
- Cc1ccc(-c2noc(CSc3nc(C)cc(=O)[nH]3)n2)cc1
 : 1 | -10
- COc1ccc(C=NN=C(N)SCc2ccc(F)cc2)cc1
 : nt | -13
- COc1ccccc1NC(=O)C1=C(C)Nc2nnnn2C1c1cccnc1 (stereo unspecified)
 : -1 | -4
- COc1ccc(OC)c(S(=O)(=O)n2cccn2)c1
 : -1 | -6
- CCN1C(=O)C(C)(C(=O)Nc2cccc(OC)c2)Oc2cccnc21 (stereo unspecified)
 : -9 | -1
- COc1ccc(NC(=O)C[C@H]2C(=O)N(c3ccccc3)C[C@@H]2C)cc1
 : -4 | -4
- Cc1cc(-c2nnc(NC(=O)c3ccc(Cl)s3)o2)nn1C
 : 3 | 1
- O=[N+]([O-])c1ccc2sc(SCc3nc4ncccn4c3Br)nc2c1
 : 6 | 4
- Cc1ccc(CNC(=O)CCCn2c(=O)c3sccc3n(CC(N)=O)c2=O)cc1
 : 1 | 3
- Cc1ncc(CSc2ccccc2N)c(CO)c1O
 : nt | -4&5
- CCN1CCCC1CNC(=O)c1ccc(Sc2ccc(C)cc2)c(NC(C)=O)c1 (stereo unspecified)
 : -3 | -14
- C=CCn1c(SCc2ccccc2)nc2sc(C)c(C)c2c1=O
 : -30 | -8
- CCOc1ccc(CN2CCc3nc(N4CCN(CC)CC4)ncc3C2)cc1OC
 : 12 | -4
- Cc1c(C(=O)NCc2ccccc2Cl)oc2ccc(S(=O)(=O)N3CCOCC3)cc12
 : 6 | -6
- O=C(Nc1cccc([N+](=O)[O-])c1)c1ccc(CN2CCOCC2)cc1
 : 0 | -4
- CCCNc1cc(N2CCC(CCC(=O)NCc3cccc(F)c3)CC2)ncn1
 : 0 | -5
- COc1ccc(Br)cc1C1=N/C(=C/c2ccc(OC)c(OC)c2OC)C(=O)O1
 : 6 | -3
- CCN1CCn2cc(S(=O)(=O)NCc3ccccc3C(F)(F)F)cc2C1=O
 : -5 | -1
- C=CCNC(=O)Cc1ccccc1[N+](=O)[O-]
 : 4 | -2
- O=S(=O)(c1cc(Cl)ccc1Cl)n1ccnc1
 : -1&2 | 0&1
- O=C(NCc1cccnc1)C1CCN(c2ncccc2-c2nc(-c3ccccc3)no2)CC1
 : 3 | -5
- COc1ccc(N(CC(=O)Nc2ccc(Oc3ccccc3)cc2)S(C)(=O)=O)cc1OC
 : 52* | -8
- CN(C)c1nc(N2CCCC2)nc2c1CN(C(=O)Cc1cccs1)CC2
 : 3 | -1
- O=C(C1CCCO1)N1CCc2cc(-c3ccno3)ccc21 (stereo unspecified)
 : 4 | -6
- COc1ccc(Cl)cc1-c1nc(C=Nc2cc(C)on2)c(O)o1
 : 16 | 0
- COc1ccc(Cl)cc1C(=O)Nc1ccc(C)c([N+](=O)[O-])c1
 : 0 | -1
- COCC(C)NCc1cc(Br)ccc1OC (stereo unspecified)
 : -7 | -3
- CCCc1noc(-c2ccccc2Cl)n1
 : -3 | -4
- CC(C)c1c(C2CCN(C(=O)C3(c4ccccc4)CC3)CC2)noc1N
 : 1 | -6
- Cc1cc(N2CCCC2)n2nc(CN3CCCCC3C)nc2n1 (stereo unspecified)
 : -3 | -7
- O=c1/c(=C/c2ccccc2)sc2nc(-c3ccc(Br)cc3)nn12
 : 0 | -19
- O=C(O)CSCC(=O)Nc1cc(C(F)(F)F)ccc1N1CCCC1
 : nt | -12
- O=C1/C(=C/c2ccc(F)cc2)CS/C1=C\c1ccc(F)cc1
 : 9 | -8
- CCc1cc2c(=O)c(-c3ccc4c(c3)OCCO4)c(C)oc2cc1OC(C)C
 : 2 | 2
- COc1ccc(C=C2Oc3c(CN4CCN(C)CC4)c(O)cc(C)c3C2=O)cc1
 : 18 | -13
- COc1ccc(C2CC(O)(c3ccccc3)Oc3cc(OC)c(OC)c(OC)c32)cc1 (stereo unspecified)
 : 86* | -2
- N#C/C(=C\c1ccc(N2Cc3ccccc3C2)cc1)C(=O)N1CCN(c2ccccc2)CC1
 : 49 | 5
- O=C(NCc1ccc(Cl)cc1)C1CCN(C(=O)c2cc3ccsc3[nH]2)CC1
 : -5 | 7
- Cc1cc(I)ccc1NC(=O)CSc1cccc2cccnc12
 : 28 | -8
- CC(=O)c1ccc(OC(NC(=O)c2ccccc2[N+](=O)[O-])C(Cl)(Cl)Cl)cc1 (stereo unspecified)
 : 16 | -4
- CC1C(=O)N(c2ccc(F)cc2F)CCN1C(=O)c1ccccc1 (stereo unspecified)
 : 3 | 0
- CC(C)(C)C(=O)NC1CCN(C(=O)c2cccc(F)c2)C1 (stereo unspecified)
 : -4 | 0
- O=C(Cn1[nH]c2c(cnc3ccc(Cl)cc32)c1=O)Nc1cccc(F)c1
 : 90* | -4
- CCN1CCCn2cc(S(=O)(=O)NCc3ccc(F)c(Cl)c3)cc2C1=O
 : 2 | -1
- C=C[C@H](CC(C)C)N(Cc1ccccc1)S(=O)(=O)N(Cc1ccccc1)[C@@H](C=C)CC(C)C
 : -12 | -3
- COc1ccccc1C(=O)C(O)c1ccccc1OC (stereo unspecified)
 : -2 | -3
- O=C(NCCc1ccccc1)NCC1CCN(C(=O)COc2ccccc2)CC1
 : -2 | -3

Next part:
Order of results – mHTT CaM bind | Pf apPOL block
- O=C(NC1CCCCC1)c1cc(=O)c(OCc2ccccc2)c[nH]1
 : 30 | -10
- Cc1cccc(/C=C/c2ccccc2)n1
 : nt | 5
- Oc1c(Cl)cc(Br)cc1C=Nc1ccc(F)cc1
 : 10 | 3
- CS(=O)(=O)N1N=C(c2ccc(Br)cc2)CC1c1cc2ccccc2nc1Cl (stereo unspecified)
 : 1 | -5
- Cc1ccc(C(=O)N2CCC(CC(=O)NCc3ccccc3C)CC2)cc1
 : 7 | -2
- O=C(NCc1ccccn1)c1cc(S(=O)(=O)N2CCOCC2)ccc1F
 : 3 | 0
- COc1ccc([N+](=O)[O-])cc1NC(=O)C1CCCCC1
 : -2&4 | -2&-16
- COc1ccc(Cl)cc1N(CC(=O)Nc1cccc([N+](=O)[O-])c1)S(C)(=O)=O
 : 3 | -3
- CCn1ccc(C(=O)N2CCCC(c3noc(-c4ccccc4OC)n3)C2)n1 (stereo unspecified)
 : 7 | -4
- CCn1ccnc(NCc2ccc(F)cc2)c1=O
 : -9 | -4

Individual results from the entries so far.
Value of O=C(NC1CCCCC1)c1cc(=O)c(OCc2ccccc2)c[nH]1 under mHTT CaM bind: 30
Value of Cc1cccc(/C=C/c2ccccc2)n1 under Pf apPOL block: 5

Rewritten with each value named: entries from further up
CCCNc1cc(N2CCC(CCC(=O)NCc3cccc(F)c3)CC2)ncn1
  mHTT CaM bind: 0 | Pf apPOL block: -5

CCN1CCCC1CNC(=O)c1ccc(Sc2ccc(C)cc2)c(NC(C)=O)c1 (stereo unspecified)
  mHTT CaM bind: -3 | Pf apPOL block: -14

O=C(O)CCNCc1ccccc1
  mHTT CaM bind: -2 | Pf apPOL block: -2

Further structures
Order of results – mHTT CaM bind | Pf apPOL block
- COC(=O)NC1CCN(c2ccccc2C(=O)N2CCCCC2C)CC1 (stereo unspecified)
 : -2 | -7
- COc1ccccc1N1CCN(C(=O)c2sc3cc(C)ccc3c2Cl)CC1
 : -3 | 7
- CCN1CCN(c2ccc(N3CCCC(C(=O)NCc4ccccc4Cl)C3)nn2)CC1 (stereo unspecified)
 : 24 | -10
- Cc1[nH][nH]c(=O)c1C(c1ccc(N(C)C)c(Br)c1)c1c(C)[nH][nH]c1=O
 : 7 | 5
- Cc1ccc(C(=O)N2N=C(c3cccc(Br)c3)CC2(O)C(F)(F)F)o1 (stereo unspecified)
 : -6 | -3
- O=C1CCCC2=C1C(c1cccc(Cl)c1)C1C(=O)c3ccccc3C1=N2 (stereo unspecified)
 : 4 | -10
- CC1=C(C(=O)Nc2ccccc2)C(c2ccccc2)n2nnnc2N1 (stereo unspecified)
 : -3 | -2
- c1ccc(-n2nnnc2SCc2ccccn2)cc1
 : -9 | nt
- CCOC(=O)c1ccc(NS(=O)(=O)c2ccc(N3C(=O)CCC3=O)cc2)cc1
 : -5 | -2
- O=C1Nc2ccccc2/C1=C/c1cc([N+](=O)[O-])ccc1O
 : 27 | 2
- O=C(NCCC1=CCCCC1)C1CCN(S(=O)(=O)c2ccc(Br)s2)CC1
 : -9 | 1
- O=C(CSc1ccc2nnc(-c3cccs3)n2n1)NCc1ccc(F)cc1
 : -7 | -3
- Cc1ccc(S(=O)(=O)N=C(Nc2ccc(O)c(C(=O)O)c2)c2ccccc2)cc1
 : -2 | -3
- Cc1cc(O)c(CN2CCCCC2)c2c1C(=O)C(=Cc1ccco1)O2
 : 0 | -4
- Cc1nc2sc3c(c2c(=O)n1-n1cccc1)CCCC3
 : -5 | nt
- Cc1ccc(C)c(C(=O)N2CCCC2COc2ccc(C(=O)NC3CC3)cc2)c1 (stereo unspecified)
 : 8 | 6
- Cc1cccc(OCC(=O)NCCC2CCN(C(=O)c3ccc(F)cc3)CC2)c1
 : 13 | 1
- Cc1ccc(CN2CCN(C3CCN(C(=O)Nc4ccc(C)c(C)c4)CC3)C2=O)cc1
 : 6 | 2
- COc1cc(CCC(C)=O)ccc1OC(=O)c1ccc(Cl)cc1Cl
 : nt | -6
- O=C(CN1C(=O)c2ccccc2C1=O)Nc1ccc(Br)cc1C(=O)O
 : -7 | -2
- COc1ccc(Nc2ncnc3c2nc2n3CCCC2)c(OC)c1
 : 0 | -4
- CSc1ncccc1C(=O)NNc1cc(Cl)ccc1Cl
 : nt | -9
- Fc1ccccc1CSc1ccc2nnc(-c3cccnc3)n2n1
 : -15 | 0
- O=[N+]([O-])CC1CCS(=O)(=O)C1 (stereo unspecified)
 : -5 | -11
- COCCNC(=O)N1CCN(Cc2nc3ccccc3n2C)CC1
 : -10 | -7
- Cc1ccccc1C1SCC(=O)N1CC(=O)N1CCN(C)CC1 (stereo unspecified)
 : 0 | -6
